Pol eta inh – inhibitors of human DNA polymerase eta | recombinant Pol eta, fluorescent DNA replication assay | 1.2% of 390,000 active | Potency, µM (series often up to 114 µM), for the others: at the top dose activity change, negative = inhibition, actives largely listed as inhibitors; further: on the % scale 0 is the no-effect control and ±100 the full control effect
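Pol eta (10 nM) was preincubated with compounds for 15 min at room temperature, after which fluorescent replication substrate (50 nM final) was added to start the reaction. Fluorescence was read kinetically at 0 and 10 min.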
G9a block – G9a (human) methyltransferase inhibition. Q96KQ7. G9a H3K9 monomethylation, AlphaScreen, 2 h. Potency, µM (highest dose often 102 µM), for the others: at the highest dose activity, negative = inhibition, actives largely listed as inhibitors. 8.8% of 350,000 active; further: on the % scale 0 is the no-effect control and ±100 the full control effect; nearly all actives have a fitted effect of over 75% in size
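Compounds were preincubated with 20 nM G9a for 15 min, after which biotinylated H3K9 peptide (500 nM) and SAM (20 uM) started a 2 h room-temperature reaction. Monomethylated product was quantified by antibody-based AlphaScreen chemiluminescence.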
Pol iota inh – inhibitors of human DNA polymerase iota; Pol iota fluorescent replication assay, 10 min; 1% of 390,000 active; Q9UNA4; Potency, µM (series often up to 115 µM), for the others: top-dose activity, negative = inhibition, hits mostly inhibitors; AID 588590
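Fluorescent replication assay read twice, at 0 min and 10 min after adding 50 nM (final) substrate. Enzyme (10 nM) and compounds were first incubated 15 min at room temperature; enzyme-free buffer wells were negative controls.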
Pol kappa inh – DNA polymerase kappa (human) inhibition | 0.53% of 400,000 active | purified Pol kappa, fluorescent DNA synthesis assay, 10 min | Potency, µM (highest dose often 107 µM), without a hit: top-dose activity, negative = inhibition, most hits filed as inhibitors; further: on the % scale 0 is the no-effect control and ±100 the full control effect
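10 nM Pol kappa was preincubated with compounds for 15 min at room temperature. Reaction started with 50 nM (final) substrate. Fluorescence read kinetically at 0 and 10 min.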
Apoferritin bind – binds horse apoferritin like a general anesthetic. Potency, µM (titrated, usually from 77.5 µM), for the others: top-dose activity change, negative = displacement, most hits filed as inhibitors. 0.074% of 350,000 active. P02791. apoferritin/1-aminoanthracene competitive binding, fluorescence; further: on the % scale 0 is the no-effect control and ±100 the full control effect; nearly all actives have a fitted effect of over 20% in size
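Apoferritin-based anesthetic binding model; compound displacement of fluorescent 1-AMA measured as endpoint fluorescence after 10 minutes at room temperature, scaled to free-ligand and complex controls.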
Pol beta inh – DNA polymerase beta (human) inhibition. P06746. Pol beta primer extension/strand displacement, fluorescence kinetic. Potency, µM (series often up to 114 µM), for inactives: top-dose activity change, negative = inhibition, actives largely listed as inhibitors. 1.3% of 340,000 active. AID 485314; further: on the % scale 0 is the no-effect control and ±100 the full control effect
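Curves were derived by four-parameter Hill fits of normalized qHTS data. The kinetic fluorescent primer-extension read was taken at 0 and 10 min after 50 nM substrate, following a 15 min room-temperature preincubation of 10 nM enzyme with compounds.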
APE1 inh – inhibitors of human APE1 endonuclease | P27695 | recombinant APE1, TAMRA/BHQ-2 abasic DNA cleavage fluorescence | Potency, µM (titrated, usually from 65.8 µM), without a hit: top-dose activity change, negative = inhibition, most hits filed as inhibitors | 0.35% of 350,000 active;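 further: plate controls were vehicle for no effect and reference inhibitor for full effect; nearly all actives have a fitted effect of over 55% in size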
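Substrate: short duplex with […] THF abasic site, 5'-TAMRA and 3'-BHQ-2, 50 nM final. APE1 at 0.75 nM, preincubated 15 min RT with compound. Fluorescence increase from first to third read measured activity.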
BAZ2B inh – BAZ2B (human) inhibition; Q9UIF8; AlphaScreen BAZ2B-H3K14Ac peptide displacement; Potency, µM (highest dose often 114 µM), inactives show top-dose activity change, negative = inhibition, most hits filed as inhibitors; 4.4% of 360,000 active; AID 504333; further: on the % scale 0 is the no-effect control and ±100 the full control effect; nearly all actives have a fitted effect of over 60% in size
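Complex of BAZ2B and biotin-H3K14Ac (50 nM apiece) forms over 30 min at RT, then faces library compounds up to 110 uM for another 30 min; AlphaScreen beads added, 20 min dark incubation, luminescence read.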
BLM inh – blocks DNA unwinding by human BLM helicase. P54132. recombinant BLM DNA unwinding, fluorescence dequenching. Potency, µM (doses to about 56.1 µM), inactives show at the top dose activity change, negative = inhibition, most hits filed as inhibitors. 0.2% of 350,000 active. AID 2528;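 further: plate controls were vehicle for no effect and no enzyme for full effect; nearly all actives have a fitted effect of over 35% in size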
Target sequence (P54132 whole entry, looked up): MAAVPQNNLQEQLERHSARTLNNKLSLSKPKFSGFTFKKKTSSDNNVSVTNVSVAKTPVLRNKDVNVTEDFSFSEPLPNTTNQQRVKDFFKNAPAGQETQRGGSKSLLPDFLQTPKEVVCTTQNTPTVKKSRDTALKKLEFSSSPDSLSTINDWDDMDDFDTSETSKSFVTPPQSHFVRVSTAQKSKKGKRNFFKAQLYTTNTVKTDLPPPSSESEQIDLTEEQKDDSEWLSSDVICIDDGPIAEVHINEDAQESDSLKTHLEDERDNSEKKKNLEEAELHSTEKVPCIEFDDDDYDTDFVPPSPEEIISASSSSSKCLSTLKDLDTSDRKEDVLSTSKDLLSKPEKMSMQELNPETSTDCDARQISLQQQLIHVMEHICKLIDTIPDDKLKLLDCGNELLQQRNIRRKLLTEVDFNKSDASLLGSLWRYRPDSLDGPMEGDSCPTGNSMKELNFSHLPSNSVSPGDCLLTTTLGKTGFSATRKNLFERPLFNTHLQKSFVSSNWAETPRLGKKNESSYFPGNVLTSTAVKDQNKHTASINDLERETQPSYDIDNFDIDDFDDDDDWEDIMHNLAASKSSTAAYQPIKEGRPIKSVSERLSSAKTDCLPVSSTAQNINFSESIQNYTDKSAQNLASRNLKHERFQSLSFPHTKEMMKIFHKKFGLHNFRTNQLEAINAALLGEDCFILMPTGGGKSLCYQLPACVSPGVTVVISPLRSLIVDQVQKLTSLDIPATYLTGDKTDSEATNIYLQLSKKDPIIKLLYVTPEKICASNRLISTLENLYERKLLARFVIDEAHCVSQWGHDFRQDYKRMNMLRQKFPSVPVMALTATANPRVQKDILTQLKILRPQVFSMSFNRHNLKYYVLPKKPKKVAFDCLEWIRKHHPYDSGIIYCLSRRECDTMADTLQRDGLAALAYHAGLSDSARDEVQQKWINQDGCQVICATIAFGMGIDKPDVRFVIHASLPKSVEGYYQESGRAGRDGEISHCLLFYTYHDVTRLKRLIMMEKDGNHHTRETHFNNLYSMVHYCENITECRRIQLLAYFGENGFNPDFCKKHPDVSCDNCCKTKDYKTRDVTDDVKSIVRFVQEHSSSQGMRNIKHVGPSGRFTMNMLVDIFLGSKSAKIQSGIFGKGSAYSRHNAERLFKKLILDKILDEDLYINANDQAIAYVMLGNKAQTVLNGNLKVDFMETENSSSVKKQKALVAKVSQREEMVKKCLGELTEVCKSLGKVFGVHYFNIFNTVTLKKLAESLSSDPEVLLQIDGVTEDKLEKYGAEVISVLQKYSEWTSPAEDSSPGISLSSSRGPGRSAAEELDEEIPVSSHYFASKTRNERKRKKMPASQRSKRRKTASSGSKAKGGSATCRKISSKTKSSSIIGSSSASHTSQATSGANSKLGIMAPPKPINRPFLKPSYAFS
* = called active by the depositor; ? = inconclusive; · = not tested or not shown; [ ] = remark or other dose. The call rests on the fitted dose curve; in most records, active means well fitted curve in the direction sought with a large enough effect; inconclusive means small, poorly fitted or top-dose-only effect, or another doubt; inactive means no such curve, though single readings can be large; an effect the other way counts as inactive or inconclusive. Potency means the concentration at half of the fitted maximal effect.

Labels used below – A = Pol eta inh; B = G9a block; C = Pol iota inh; D = Pol kappa inh; E = Apoferritin bind; F = Pol beta inh; G = APE1 inh; H = BAZ2B inh; I = BLM inh
(1) CCOc1ccc(Br)cc1CN(CC)CC
  A = -11%; B = 18%; C = 31%; D = 10%; E = -4%; F = -5%; G = -3%; H = -1%; I = 1%
(2) CCCc1cc(=O)oc2c(CN3CCCC3)c(O)c(Cl)cc12
  A = 5%; B = 1%; C = -12%; D = -12%; E = ·; F = 10%; G = 14%; H = -6%; I = -6%
(3) Brc1ccc(-c2ccc(/C=N/Nc3nncc(-c4ccccc4)n3)o2)cc1
  A = -7%; B = 31%[59 µM]; C = 8%; D = 7%; E = -10%; F = 2%; G = -2%; H = -10%; I = -1%
(4) Cc1cccc(NC(=O)COC(=O)Cc2cccs2)c1C
  A = -3%; B = -1%; C = 13%; D = -15%; E = ·; F = ·; G = -16%; H = 1%; I = ·
(5) COCc1nnc(NC(=O)c2ccc(NC(=O)C(C)C)cc2)s1
  A = -9%; B = 11%[59 µM]; C = -5%; D = -18%; E = -10%; F = 24%; G = 0%; H = 7%; I = 2%
(6) CCOC(=O)Cc1c(C)nc2c(-c3ccccc3)c[nH]n2c1=O
  A = -3%; B = -26%[59 µM]; C = 14%; D = -3%; E = 14%; F = -3%; G = 5%; H = 8%; I = -2%
(7) COC(=O)C(COC(=O)c1c(F)cccc1F)NC(=O)c1c(F)cccc1F (centres undefined)
  A = -7%; B = -3%; C = -8%; D = -8%; E = 5%; F = -13%; G = 37%; H = -15%; I = -6%
(8) CC1CCCN(C(=O)C2CCC(CNc3c(N4CCCCC4)c(=O)c3=O)CC2)C1 (centres undefined)
  A = 22%; B = -8%[59 µM]; C = 6%; D = -7%; E = -11%; F = 44%; G = -1%; H = 1%; I = -1%
(9) COc1cc(C(C)=O)ccc1OCC(=O)NCC1(N2CCCCC2)CCCCC1
  A = -1%; B = -1%[59 µM]; C = 28%; D = -2%; E = -6%; F = 4%; G = 0%; H = -17%; I = -1%
(10) O=C(O)c1cc(N/N=C/c2cccnc2)ccc1Cl
  A = -4%; B = ·; C = -5%; D = -2%; E = -1%; F = 0%; G = 0%; H = -2%; I = -7%
(11) C/C(=N\NC(=O)c1cc(Cl)ccc1O)c1ccc(Br)s1
  A = ?; B = 15%; C = 8%; D = -7%; E = -6%; F = 1%; G = 1%; H = -5%; I = -4%
(12) Cc1cc(=O)nc2c3ccccc3n(C(C)C(=O)Nc3c(F)c(F)c(F)c(F)c3F)n12 (centres undefined)
  A = -19%; B = 4%; C = 195%[activator]; D = 1%; E = -10%; F = -8%; G = 7%; H = -12%; I = -4%
(13) CC(=O)Nc1ccc(C(=O)Nc2cccc(S(=O)(=O)N(C)c3ccccc3)c2)cc1
  A = -18%; B = -13%[59 µM]; C = -14%; D = -6%; E = ·; F = ·; G = -3%; H = -19%; I = ·
(14) O=C(C[C@@H]1C/C=C\C[C@@H](Cc2ccc(F)cc2)C(=O)OC[C@H]2CCCN2C1=O)N[C@H](CO)Cc1ccccc1
  A = -8%; B = ·; C = -7%; D = -7%; E = ·; F = ·; G = -7%; H = ·; I = ·
(15) COc1nc(NC(=O)c2ccc(F)cc2)nc(OC)c1-c1ccccc1
  A = -17%; B = -49%; C = 117%[activator]; D = ?; E = -8%; F = 0%; G = 50%[activator]; H = -1%; I = -7%
(16) CCOC(=O)CSc1nc(N2CCOCC2)c2c(c1C#N)CC(C(C)C)OC2 (centres undefined)
  A = -14%; B = -8%; C = 42%[activator]; D = -2%; E = -16%; F = 0%; G = 0%; H = 16%; I = -6%
(17) CC(=O)Nc1ccc(S(=O)(=O)Oc2ccccc2N2CCCCC2)cc1
  A = -28%; B = ·; C = 29%; D = -7%; E = -9%; F = 6%; G = -5%; H = -2%; I = -18%
(18) Cc1cc(=O)oc2c3c(cc(OCC(=O)NCc4ccccc4)c12)OC(C)(C)CC3
  A = -18%; B = ·; C = -5%; D = 5%; E = -19%; F = -13%; G = -11%; H = 2%; I = -4%
(19) COc1ccccc1N1CCN(C(=O)c2ccc(Cn3c(=O)[nH]c4ccsc4c3=O)cc2)CC1
  A = -16%; B = -25%; C = 19%; D = -6%; E = 5%; F = 1%; G = 0%; H = ?; I = -3%
(20) CSc1ncccc1C(=O)NCCc1ccc(Cl)cc1
  A = -3%; B = 9%; C = 21%; D = -5%; E = -4%; F = 3%; G = -3%; H = ·; I = 0%
(21) CC(=O)N1CCN(C(=O)CCNS(=O)(=O)c2ccc(Br)cc2)CC1
  A = -15%; B = -5%[12.7 µM]; C = 8%; D = 7%; E = ·; F = ·; G = 29%; H = 5%; I = ·
(22) CCN(CC)CCCN1C(=O)CSC1c1ccc2c(c1)OCO2 (centres undefined)
  A = -20%; B = 13%[2.33 µM]; C = -1%; D = 3%; E = -3%; F = 1%; G = -2%; H = -5%; I = -3%
(23) Cc1nn(-c2cccc(Cl)c2)c(Cl)c1/C=N/NC(=O)c1cccs1
  A = -6%; B = -6%; C = 15%; D = 9%; E = 3%; F = -5%[57.1 µM]; G = -4%; H = 2%; I = -8%
(24) CSc1ccc(CNC(=O)C2CCCN(S(=O)(=O)N(C)c3ccc(F)cc3)C2)cc1 (centres undefined)
  A = -24%; B = 2%[59 µM]; C = 1%; D = 1%; E = 14%; F = 0%; G = ·; H = -3%; I = -7%
(25) CC(=O)c1ccc(C(=O)N(C)C2CCCN(Cc3ccccc3F)C2)s1 (centres undefined)
  A = -5%; B = 3%; C = 13%; D = -7%; E = -9%; F = 51%; G = 20%; H = -14%; I = -8%

(further entries)
Labels used below – A = Pol eta inh; B = G9a block; C = Pol iota inh; D = Pol kappa inh; E = Apoferritin bind; F = Pol beta inh; G = APE1 inh; H = BAZ2B inh; I = BLM inh
(26) CN(CCC#N)C(=S)Nc1ccc(S(=O)(=O)N2CCOCC2)cc1
  A = -8%; B = -29%; C = 17%; D = -6%; E = -5%; F = 1%; G = -5%; H = ·; I = 0%
(27) CCOC(=O)C1=C(CN2CCN(C)CC2)NC(=O)NC1c1ccc(F)cc1 (centres undefined)
  A = -14%; B = 4%[59 µM]; C = -12%; D = -2%; E = -14%; F = 1%; G = ·; H = 6%; I = 0%
(28) COc1ccccc1C(=O)C1CCCN(Cc2cn[nH]c2C2CCCCC2)C1 (centres undefined)
  A = -3%; B = -8%; C = 24%; D = -23%; E = -13%; F = 0%; G = 0%; H = -8%; I = -8%
(29) Cc1ccc(Cl)cc1N1CCN(C(=O)c2ccc(CS(=O)Cc3ccc(Cl)cc3)o2)CC1 (centres undefined)
  A = -24%; B = ?; C = 5%; D = -11%; E = 28%; F = -23%; G = 25%; H = -38%; I = -9%
(30) C/C(CC(=O)Nc1ccc2c(c1)OCCO2)=N\NC(=O)COc1ccccc1C
  A = 1%; B = ?; C = -18%; D = -10%; E = -19%; F = 0%; G = 18%; H = -2%; I = -4%
(31) COc1cc(NC(=O)C2CCCCC2)c(OC)cc1NC(=O)c1ccccc1
  A = -12%; B = ?; C = 9%; D = -3%; E = -9%; F = 10%; G = 19%; H = -12%; I = -6%
(32) CCOC(=O)C1=C(COC(=O)CCOc2ccccc2)NC(=O)NC1C (centres undefined)
  A = -12%; B = 27%[12.7 µM]; C = 7%; D = 10%; E = ·; F = ·; G = 6%; H = 32%[activator]; I = ·
(33) CCCCNC(=O)C12CCC(C)(C(=O)C1Br)C2(C)C (centres undefined)
  A = -12%; B = 26%[59 µM]; C = 7%; D = -20%; E = -3%; F = 12%; G = 10%; H = 8%; I = -7%
(34) Cc1cc(NC(=O)CSCC(=O)OCc2nnc(-c3ccccc3)o2)no1
  A = -14%; B = 13%[12.7 µM]; C = 23%; D = 6%; E = -2%; F = 1%; G = 3%; H = -2%; I = -7%
(35) CC(=O)c1ccc(NC(=O)C2CCN(S(=O)(=O)c3cccc4cccnc34)CC2)cc1
  A = -9%; B = 50µM*; C = -1%; D = -11%; E = -7%; F = -1%; G = -3%; H = -4%; I = -5%
(36) CC(C)Oc1cccc(-c2cc(C(=O)N3CCN(S(C)(=O)=O)CC3)c3ccccc3n2)c1
  A = -25%; B = ?; C = 21%; D = -4%; E = -9%; F = 17%; G = -10%; H = 20%; I = 3%
(37) Cc1ccnc(NC(=O)c2cccc(NC(=O)c3ccccc3C)c2)c1
  A = -13%; B = ·; C = -5%; D = -6%; E = -5%; F = 15%; G = 5%; H = -4%; I = -10%
(38) COc1ccc(CNC(=O)C2CCCN(S(=O)(=O)c3ccccc3)C2)cc1 (centres undefined)
  A = -23%; B = -9%; C = -1%; D = 4%; E = -8%; F = -30%; G = -8%; H = -4%; I = -1%
(39) O=C(CCC(=O)N(CC(=O)NC1CCCC1)Cc1ccc(F)cc1)Nc1nccs1
  A = -21%; B = 13%[59 µM]; C = 115%[activator]; D = -3%; E = -2%; F = 19%; G = 21%[12.4 µM]; H = 1%; I = 2%
(40) Cc1nnc(SCC(=O)N2CCCC(C(=O)c3ccc(Cl)cc3)C2)o1 (centres undefined)
  A = -22%; B = -17%[59 µM]; C = 239%[activator]; D = 1%; E = -7%; F = 9%; G = 3%; H = -18%; I = -4%

Complete entries, looked up by structure. Screens in order: Pol eta inh | G9a block | Pol iota inh | Pol kappa inh | Apoferritin bind | Pol beta inh | APE1 inh | BAZ2B inh | BLM inh
`C/C(CC(=O)Nc1ccc2c(c1)OCCO2)=N\NC(=O)COc1ccccc1C` in the list: 1% | ? | -18% | -10% | -19% | 0% | 18% | -2% | -4%
`CCOC(=O)C1=C(COC(=O)CCOc2ccccc2)NC(=O)NC1C` (centres undefined) in the list: -12% | 27%[12.7 µM] | 7% | 10% | · | · | 6% | 32%[activator] | ·

Given with bars between the fields: part of the list above.
no. | molecule | Pol eta inh | G9a block | Pol iota inh | Pol kappa inh | Apoferritin bind | Pol beta inh | APE1 inh | BAZ2B inh | BLM inh
35 | CC(=O)c1ccc(NC(=O)C2CCN(S(=O)(=O)c3cccc4cccnc34)CC2)cc1 | -9% | 50µM* | -1% | -11% | -7% | -1% | -3% | -4% | -5%
36 | CC(C)Oc1cccc(-c2cc(C(=O)N3CCN(S(C)(=O)=O)CC3)c3ccccc3n2)c1 | -25% | ? | 21% | -4% | -9% | 17% | -10% | 20% | 3%
37 | Cc1ccnc(NC(=O)c2cccc(NC(=O)c3ccccc3C)c2)c1 | -13% | · | -5% | -6% | -5% | 15% | 5% | -4% | -10%

Bioassay records: PubChem, National Center for Advancing Translational Sciences (NCATS)

A portion of the library; count on the stated rates, not on these rows.
